Screening results (PubChem BioAssay)
STK33 kinase inh: blocks human STK33 kinase activity | 320,000 compounds, 0.073% hits | inhibition, % at 10 µM | purified STK33, MBP phosphorylation, ADP-Glo luminescence | Q9BYT3;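 active means inhibition at or above 25%, using the most active replicate where run in duplicate; inactive means inhibition below 25%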
Target sequence (Q9BYT3 whole entry, looked up): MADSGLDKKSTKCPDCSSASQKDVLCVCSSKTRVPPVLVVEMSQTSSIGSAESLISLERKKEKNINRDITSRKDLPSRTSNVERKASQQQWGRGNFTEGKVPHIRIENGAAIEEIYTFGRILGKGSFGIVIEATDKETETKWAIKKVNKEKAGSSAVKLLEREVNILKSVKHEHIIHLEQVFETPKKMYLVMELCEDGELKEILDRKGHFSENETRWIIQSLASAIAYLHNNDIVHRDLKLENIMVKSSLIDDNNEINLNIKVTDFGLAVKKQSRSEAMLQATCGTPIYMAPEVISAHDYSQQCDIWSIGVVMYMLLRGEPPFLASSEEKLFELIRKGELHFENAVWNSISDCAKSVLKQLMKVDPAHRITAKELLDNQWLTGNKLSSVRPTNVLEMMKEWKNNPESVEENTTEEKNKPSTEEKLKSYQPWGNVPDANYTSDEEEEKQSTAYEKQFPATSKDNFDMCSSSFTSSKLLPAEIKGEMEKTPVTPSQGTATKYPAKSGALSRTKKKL
OX1R FRET antag: OX1R (human) antagonism; O43613; OX1R-expressing cells, FRET antagonist read-out; inhibition, % at 6.6 µM; 330,000 compounds, 1.8% hits; in the data active means inhibition mostly above about 38%, no sharp cut-off; inactive means mostly below about 40%;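 further: 0% = agonist challenge alone and 100% = reference antagonist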
Target sequence (O43613 whole entry, looked up): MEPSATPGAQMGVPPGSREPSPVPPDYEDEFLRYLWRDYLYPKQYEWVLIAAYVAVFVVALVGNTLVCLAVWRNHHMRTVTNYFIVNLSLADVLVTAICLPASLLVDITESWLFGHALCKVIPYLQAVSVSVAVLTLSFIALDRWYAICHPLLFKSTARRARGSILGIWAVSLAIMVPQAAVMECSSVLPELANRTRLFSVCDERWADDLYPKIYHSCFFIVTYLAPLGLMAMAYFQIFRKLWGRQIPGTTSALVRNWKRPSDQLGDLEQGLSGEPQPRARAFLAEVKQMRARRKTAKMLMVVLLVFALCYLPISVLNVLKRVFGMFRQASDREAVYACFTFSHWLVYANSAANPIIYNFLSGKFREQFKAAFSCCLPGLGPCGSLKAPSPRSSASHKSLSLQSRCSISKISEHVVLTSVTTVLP
Numbers without * were called inactive; . = not tested or not shown.

STK33 kinase inh	OX1R FRET antag	structure
1.9	19	Cc1ccc(C)c(S(=O)(=O)N2CCN(CC(=O)NC(C)c3ccccc3)CC2)c1 (stereo unspecified)
.	13	O=S(=O)(NCCc1ccc(F)cc1)c1ccc(F)cc1Br
-1.9	5	COC(=O)[C@H]1C[C@H]1[C@@H](NC(=O)c1cccnc1)c1ccccc1
-0.9	10	COc1ccccc1NS(=O)(=O)c1ccc(C)c(C(=O)N2CCN(c3ccc(O)cc3)CC2)c1
1.6	8	Cc1nnc(SCc2cc([N+](=O)[O-])cc3c2OCOC3)n(N)c1=O
0.7	33	CC(=O)c1ccc(N(C)C)c2c(N(C)C)cccc12
-0.7	41	CC(C)NC(=O)c1onc(CSc2ccc(F)cc2)c1C(=O)NC(C)C
-2.0	18	CCCCNC(=O)Cc1ccc(Br)cc1
-0.2	9	COc1cc2[nH]c(-c3cccc(F)c3)cc(=O)c2cc1OC
0.0	19	O=C(Nc1ncc(Cc2cccc(Cl)c2)s1)C1CCCO1 (stereo unspecified)
-1.1	3	CN(C)c1nc(N(C)C)nc(N2CC(CCl)OC2=N)n1 (stereo unspecified)
0.1	14	O=C(COc1nncc2ccccc12)Nc1ccc(F)c(F)c1
-0.9	-5	CCOc1ccc(NC(=O)Cn2nc(C(N)=O)c3ccccc3c2=O)cc1S(=O)(=O)N1CCCC1
-1.1	13	O=C(NCCc1ccccc1)C1=COCCO1
-1.8	27	CCOc1ccc(C)cc1S(=O)(=O)n1cnc2ccccc21
0.0	42	COc1cc2c(cc1OC)CN(Cc1nc3ccsc3c(=O)[nH]1)CC2
-0.2	16	COc1ccc(/C=N/N2C(=O)c3ccccc3C2=O)cc1
0.9	-7	CCCCOC(=O)c1ccc(NC(=O)C(=O)CC(=O)c2ccc(OC)cc2)cc1
-1.7	49*	Nc1ccc(C(=O)OCC(=O)N2CCOCC2)cc1[N+](=O)[O-]
-0.8	16	CCN(CC)C(=O)c1cnn(-c2ccccc2)c1NC(=O)c1cccc(F)c1
-0.1	20	Cc1ccc(-c2noc(-c3ccccc3C(=O)N3CCN(C)CC3)n2)cc1
-0.2	10	COc1ccc(-c2ccnc(SCC(=O)c3ccc(Br)cc3)n2)cc1
-2.0	6	COCCn1c(SCC(=O)Nc2cc(C(C)(C)C)nn2-c2ccccc2)nnc1-c1ccncc1
-0.9	0	COCCCNC(=O)c1c(N)n(-c2ccc(S(N)(=O)=O)cc2)c2nc3ccccc3nc12
0.0	15	COCCNC(=O)c1cc2ncc(Br)cn2n1
-0.5	13	O=C(CCNC(=O)C1CCN(S(=O)(=O)c2ccccc2)CC1)Nc1ccccc1
0.0	30	Cc1c(Cl)c([N+](=O)[O-])nn1Cc1ccc(C(=O)NN)o1
-1.4	4	CNC(=O)c1ncoc1-c1ccc(Cl)cc1
-0.5	13	CC1(C)CC(=O)C(C=Nc2ccc(NC3=C(C#N)C(=O)CC(C)(C)C3)cc2)=C(O)C1
1.5	6	O=C(Nc1ccc2ncccc2c1)c1ccccc1Cl
0.3	11	CC(C(=O)Nc1cccc([N+](=O)[O-])c1)N1CCN(C/C=C/c2ccccc2)CC1 (stereo unspecified)
-0.7	17	CCOC(=O)CSC1=C(C#N)C(c2ccc(OC)cc2)C2=C(CC(C)(C)CC2=O)N1 (stereo unspecified)
6.3	11	Cc1ccccc1Nc1nc(N)c2ccccc2n1
-0.9	18	OCC[C@@H]1C[C@H](O)[C@@H](O)[C@@]2(CCc3ccccc3O2)O1
-2.0	4	Cc1ccc(CN(C)C(=O)c2ccccc2Oc2ccccc2)o1
0.2	10	CC(C)N1C(=O)CCN(C=O)c2ccccc21
-1.6	12	Cc1ccccc1N1CCN(C(=O)CN2C(=O)c3ccccc3C2=O)CC1
-1.4	12	Cc1ccc(NC(=O)Nc2ccc3c(c2)nc(C)n3C)cc1C
-2.9	5	COc1cc(NC(=O)CSc2nnnn2C2CCCC2)cc(OC)c1
-2.0	23	O=C(O)CCCCCN1C(=O)C(O)=C(C(=O)/C=C/c2ccccc2)C1c1ccccc1[N+](=O)[O-] (stereo unspecified)
-0.4	8	COc1ccc(C2CC(c3cccs3)=NN2C(=O)CSc2nc3ccccc3o2)cc1 (stereo unspecified)
-1.2	57	COc1ccc(NC(=O)c2cc(=O)c3ccccc3o2)cn1
11	14	Cc1cc2n(n1)C(c1ccccc1)Nc1ccccc1-2 (stereo unspecified)
-0.4	6	Cc1cc(C)c(S(=O)(=O)N2CCN(C(=O)CN3C(=O)NC4(CCCC4)C3=O)CC2)c(C)c1
-0.8	35	O=C(c1cccs1)n1nc(NCc2ccccc2)nc1NCc1ccccc1
-1.5	17	CCOc1cc(NC(=S)NCC2CCCO2)c(OCC)cc1NC(=O)CC(C)C (stereo unspecified)
-1.1	20	CCn1c(SCC(=O)OC2CCCCC2)nnc1-c1ccncc1
-0.6	1	CC(C)C(=O)Nc1cccc(NC(=S)NC(=O)c2cccs2)c1
-0.7	7	CC1=NN(Cc2ccccc2)C(=O)/C1=C/c1ccc(N(C)C)cc1
-1.5	18	C=CCC(CC=C)(NC(=O)c1cccc(C)c1)c1ccccc1

Rewritten with two lines to a compound: part of the list above.
Second line of a record – STK33 kinase inh	OX1R FRET antag
> CC(C)N1C(=O)CCN(C=O)c2ccccc21
  0.2	10
> Cc1ccccc1N1CCN(C(=O)CN2C(=O)c3ccccc3C2=O)CC1
  -1.6	12
> Cc1ccc(NC(=O)Nc2ccc3c(c2)nc(C)n3C)cc1C
  -1.4	12
> COc1cc(NC(=O)CSc2nnnn2C2CCCC2)cc(OC)c1
  -2.9	5
> O=C(O)CCCCCN1C(=O)C(O)=C(C(=O)/C=C/c2ccccc2)C1c1ccccc1[N+](=O)[O-] (stereo unspecified)
  -2.0	23
> COc1ccc(C2CC(c3cccs3)=NN2C(=O)CSc2nc3ccccc3o2)cc1 (stereo unspecified)
  -0.4	8
> COc1ccc(NC(=O)c2cc(=O)c3ccccc3o2)cn1
  -1.2	57
> Cc1cc2n(n1)C(c1ccccc1)Nc1ccccc1-2 (stereo unspecified)
  11	14
> Cc1cc(C)c(S(=O)(=O)N2CCN(C(=O)CN3C(=O)NC4(CCCC4)C3=O)CC2)c(C)c1
  -0.4	6
> O=C(c1cccs1)n1nc(NCc2ccccc2)nc1NCc1ccccc1
  -0.8	35
> CCOc1cc(NC(=S)NCC2CCCO2)c(OCC)cc1NC(=O)CC(C)C (stereo unspecified)
  -1.5	17
> CCn1c(SCC(=O)OC2CCCCC2)nnc1-c1ccncc1
  -1.1	20
> CC(C)C(=O)Nc1cccc(NC(=S)NC(=O)c2cccs2)c1
  -0.6	1
> CC1=NN(Cc2ccccc2)C(=O)/C1=C/c1ccc(N(C)C)cc1
  -0.7	7
> C=CCC(CC=C)(NC(=O)c1cccc(C)c1)c1ccccc1
  -1.5	18

Other entries.
STK33 kinase inh	OX1R FRET antag	structure
-1.6	25	CCn1c(CSc2nc3ccccc3s2)nnc1SCC(=O)c1ccc(O)c(O)c1
-1.2	17	O=c1c2ccccc2nc2n1CCCCN2
1.0	15	CC1CCCCN1C(=O)Cn1c(=O)oc2cc(S(=O)(=O)N3CCCC3)ccc21 (stereo unspecified)
0.8	12	O=C(NCc1ccc(F)cc1)C1(S(=O)(=O)c2ccc(Cl)cc2)CC1
-1.6	2	COc1ccc(CN2CCCCC2C)cc1OC (stereo unspecified)
-1.9	20	CCOc1ccc(NC(=O)Cn2nnc(-c3ccccc3NC(=O)C3CC3)n2)cc1
-0.2	-3	Cc1ccc(C2=NN(CC(=O)NCCN(C)C)C(=O)CC2)cc1
-1.3	3	CCOC(=O)NC(Nc1sc2c(c1C(N)=O)CCCC2)(C(=O)OCC)C(F)(F)F (stereo unspecified)
1.2	30	COc1ccc(CNC(=O)c2cc3c(=O)n4cccc(C)c4nc3n(CC3CCCO3)c2=N)cc1 (stereo unspecified)
-3.1	11	COc1ccc(N2CCN(C(=O)CCN3C(=O)C4C5C=CC(C5)C4C3=O)CC2)cc1 (stereo unspecified)
-1.4	9	Cc1ccnc(NC(=O)CCC(=O)N(CC(=O)NC(C)(C)C)c2ccc3c(c2)OCCO3)c1
-2.3	10	O=C(COC(=O)C1CC1)Nc1ccc(OC(F)F)cc1
-1.0	7	O=C1COc2ccc(S(=O)(=O)NCCc3ccccc3)cc2N1
-0.7	3	O=C(NCCCNC(=O)c1ccco1)c1ccco1
-0.3	9	COc1ccc(N(CC(=O)NC2CCCCC2)S(=O)(=O)c2cccnc2)cc1
0.4	16	CCOc1ccc(NCC(=O)c2ccc(C)cc2)cc1
-1.0	14	CC(Sc1nnc(N)s1)C(=O)NC1CCCCC1C (stereo unspecified)
-0.6	23	COc1ccc(N(Cc2cc3cc(OC)ccc3[nH]c2=O)S(=O)(=O)c2ccc(NC(C)=O)cc2)cc1
2.6	8	CN(C)c1c(N)c(=O)oc2ccccc12
0.7	20	O=C(CN1C(=O)C2C3C=CC(C3)C2C1=O)NCc1ccccc1 (stereo unspecified)
0.1	21	CC(C)(C)c1ccc(C(=O)NCC(=O)OCC(=O)Nc2nc(-c3ccc(F)cc3)cs2)cc1
0.6	6	Cc1cc(NC(=O)CN(C)CC(=O)Nc2ccc(F)c(F)c2F)no1
.	16	Cc1nc(N/N=C/c2ccc(O)cc2O)cc(N2CCOCC2)n1
1.1	8	CNC(=O)NC1CCCCc2sccc21 (stereo unspecified)
-1.4	20	Cc1ccc(NC(=O)c2cccs2)cc1NC(=O)c1ccc(F)cc1

Entries above that bear a hit mark in OX1R FRET antag:
STK33 kinase inh	OX1R FRET antag	structure
-1.7	49*	Nc1ccc(C(=O)OCC(=O)N2CCOCC2)cc1[N+](=O)[O-]

Additional records:
STK33 kinase inh	OX1R FRET antag	structure
-0.5	15	O=C(COc1ccc([N+](=O)[O-])cc1)NNC(=O)Nc1ccccc1F
-2.2	30	Cc1ccc(/C=C/C(=O)NCc2cccs2)c(C)c1
0.7	28	NS(=O)(=O)c1cccc(NC(=O)CSc2nc3ccccc3n2-c2ccccc2)c1
-0.8	13	Clc1ccc2c(c1)C(N1CCNCC1)=Nc1ccccc1O2
-0.5	44	COc1ccccc1-c1cc(C(=O)N2CCN(c3ccccc3)CC2)no1
-1.9	3	CC1CC(C(F)(F)F)n2nc(C(=O)O)cc2N1 (stereo unspecified)
-0.6	11	COC(=O)c1ccc(N/C(=N/S(=O)(=O)c2ccccc2)c2ccccc2)cc1
0.1	1	O=c1c(Cc2ccc(Cl)cc2)c(O)ccn1Cc1ccncc1
-0.1	28	CCCC(C(=O)Nc1cc(S(=O)(=O)N2CCOCC2)ccc1OC)c1ccccc1 (stereo unspecified)
3.2	27	CN(C)C(=O)c1ccc(NC(=O)c2ccc(-c3ccc(Cl)cc3)o2)cc1
5.8	11	COc1cccc(C(=O)/C=C/Nc2cccc(O)c2)c1
0.8	13	CN(C)CCNC(=O)C(=O)NCC1CCCN1S(=O)(=O)c1cccs1 (stereo unspecified)
1.5	4	Cn1c(=O)c2c(nc(NC3CCCCC3)n2CC(=O)C23CC4CC(CC(C4)C2)C3)n(C)c1=O
0.6	3	O=C(COC(=O)CCNS(=O)(=O)c1ccccc1)NC(=O)Cc1ccccc1
0.2	5	O=C(Nc1cccc(Cl)c1)Nc1c[nH]c(=O)[nH]c1=O
-0.9	9	COC(=O)[C@H](CCSC)NC(=O)NCc1ccccn1
0.0	21	CC(=O)Nc1ccc(OS(=O)(=O)c2cc(Cl)ccc2C)cc1
1.5	13	CCOC(=O)Cn1c(C)nc2ccccc21
0.5	2	COCCC(=O)Nc1ccc2c(c1)CN(C(=O)c1ccc(CSC)o1)CC2
.	8	Nc1nc(SCc2ccc(F)cc2)n[nH]1
-0.7	4	Cn1c(=O)[nH]c(=O)c2c1nc(N1CCCCCC1)n2Cc1cccc2ccccc12
-0.4	3	O=C(COC(=O)CC1CC2CCC1C2)Nc1ccccc1Cl (stereo unspecified)
-0.8	8	O=C1/C(=C/c2ccncc2)N=C2CCCCCN12
1.5	17	Cc1cc(C)c(C#N)c(Nc2ccccc2F)n1
-3.2	26	COc1ccccc1/C=C/C(=O)Nc1ccc2c(c1)CCC2
-1.2	3	COc1cccc(NC(=O)c2ccc(-n3cccn3)nc2)c1
0.8	0	CCOC(=O)c1ccc(N2C(=O)C3CCCN3C2=S)cc1 (stereo unspecified)
0.9	21	CN(C(=O)c1cc2c(=O)n3ccccc3nc2n1C)C1CCCCC1
0.3	9	O=C(Nc1ccc(Br)cc1)C1CCCN(S(=O)(=O)c2cccnc2)C1 (stereo unspecified)
0.5	3	CCS(=O)(=O)c1nc2ccccc2n1CC(=O)N1CCOCC1
1.0	19	Cc1ccc2nc(CSc3nnc(-c4ccco4)n3-c3ccccc3)cc(=O)n2c1
0.1	0	CCNCCNC(=O)c1c(O)c2ccccc2n(CC)c1=O
-3.0	11	Cc1ccc(C(=O)N/C(=C\c2cccs2)C(=O)NCCCN2CCOCC2)cc1
-1.5	18	Cc1c(Cl)cccc1Nc1ncccc1C(=O)O
-0.8	18	COc1ccc(NS(=O)(=O)c2cc(C(=O)OC(C)C(=O)N3CCOCC3)ccc2Cl)cc1 (stereo unspecified)
1.1	11	O=C(CCc1ccc(S(=O)(=O)NCCc2ccccc2)cc1)Nc1ccc2c(c1)OCO2
-1.7	4	N/C(=N\OC(=O)Nc1cccc(C(F)(F)F)c1)c1ccno1
-1.0	4	C=CCn1c(SCC(=O)NC(=O)NC)nnc1C1CCCCC1
2.4	20	Cc1cc(Cl)ccc1NC(=S)N1CCC(C(N)=O)(N2CCCCC2)CC1
-0.3	13	Cc1cccc(OCC(=O)Nc2ccc3c(c2)nc(CN2CCCCC2)n3C)c1
-0.4	7	CC(C(=O)c1c[nH]c(C(N)=O)c1)c1ncc(C(F)(F)F)cc1Cl (stereo unspecified)
-2.7	6	Cc1ccc(/C(O)=C2\C(=O)C(=O)N(CCc3c[nH]c4ccccc34)C2c2cccnc2)cc1 (stereo unspecified)
0.2	8	COc1ccc2cc(C3=CC(=O)C[C@H](c4ccc5c(c4)OCO5)C3)ccc2c1
-2.6	11	O=C(NNC(=O)C1CC1)c1ccc(-c2ccccc2)cc1
-2.3	25	Clc1ccccc1-c1nnn(Cc2ccc(-c3nn[nH]n3)cc2)n1
-1.8	13	CCN(CC)S(=O)(=O)c1ccc(NC(=O)COC(=O)CNS(=O)(=O)/C=C/c2ccccc2)cc1
-2.6	17	COc1ccc(/C=N/NC(=O)c2ccccc2F)cc1CN1CCN(c2ccc(F)cc2)CC1
1.4	31	O=C(Oc1ccccc1-c1csnn1)c1cccs1
